# KDM5B inh – blocks human KDM5B histone demethylase activity; KDM5B demethylase, FDH-coupled NADH fluorescence (FDH is formaldehyde dehydrogenase); Potency, µM (doses to about 57.7 µM), for inactives: at the highest dose activity change, negative = inhibition, usual class: inhibitors; Q9UGL1; hit rate 2.6% among 220,000; active = well fitted inhibition curve with a large enough effect; inconclusive = small, poorly fitted or top-dose-only effect; inactive = no such curve, though single readings can be large or run the other way; note: 0% is about no effect; nearly all actives have a fitted effect of over 70% in size
# Target sequence (Q9UGL1 whole entry, looked up): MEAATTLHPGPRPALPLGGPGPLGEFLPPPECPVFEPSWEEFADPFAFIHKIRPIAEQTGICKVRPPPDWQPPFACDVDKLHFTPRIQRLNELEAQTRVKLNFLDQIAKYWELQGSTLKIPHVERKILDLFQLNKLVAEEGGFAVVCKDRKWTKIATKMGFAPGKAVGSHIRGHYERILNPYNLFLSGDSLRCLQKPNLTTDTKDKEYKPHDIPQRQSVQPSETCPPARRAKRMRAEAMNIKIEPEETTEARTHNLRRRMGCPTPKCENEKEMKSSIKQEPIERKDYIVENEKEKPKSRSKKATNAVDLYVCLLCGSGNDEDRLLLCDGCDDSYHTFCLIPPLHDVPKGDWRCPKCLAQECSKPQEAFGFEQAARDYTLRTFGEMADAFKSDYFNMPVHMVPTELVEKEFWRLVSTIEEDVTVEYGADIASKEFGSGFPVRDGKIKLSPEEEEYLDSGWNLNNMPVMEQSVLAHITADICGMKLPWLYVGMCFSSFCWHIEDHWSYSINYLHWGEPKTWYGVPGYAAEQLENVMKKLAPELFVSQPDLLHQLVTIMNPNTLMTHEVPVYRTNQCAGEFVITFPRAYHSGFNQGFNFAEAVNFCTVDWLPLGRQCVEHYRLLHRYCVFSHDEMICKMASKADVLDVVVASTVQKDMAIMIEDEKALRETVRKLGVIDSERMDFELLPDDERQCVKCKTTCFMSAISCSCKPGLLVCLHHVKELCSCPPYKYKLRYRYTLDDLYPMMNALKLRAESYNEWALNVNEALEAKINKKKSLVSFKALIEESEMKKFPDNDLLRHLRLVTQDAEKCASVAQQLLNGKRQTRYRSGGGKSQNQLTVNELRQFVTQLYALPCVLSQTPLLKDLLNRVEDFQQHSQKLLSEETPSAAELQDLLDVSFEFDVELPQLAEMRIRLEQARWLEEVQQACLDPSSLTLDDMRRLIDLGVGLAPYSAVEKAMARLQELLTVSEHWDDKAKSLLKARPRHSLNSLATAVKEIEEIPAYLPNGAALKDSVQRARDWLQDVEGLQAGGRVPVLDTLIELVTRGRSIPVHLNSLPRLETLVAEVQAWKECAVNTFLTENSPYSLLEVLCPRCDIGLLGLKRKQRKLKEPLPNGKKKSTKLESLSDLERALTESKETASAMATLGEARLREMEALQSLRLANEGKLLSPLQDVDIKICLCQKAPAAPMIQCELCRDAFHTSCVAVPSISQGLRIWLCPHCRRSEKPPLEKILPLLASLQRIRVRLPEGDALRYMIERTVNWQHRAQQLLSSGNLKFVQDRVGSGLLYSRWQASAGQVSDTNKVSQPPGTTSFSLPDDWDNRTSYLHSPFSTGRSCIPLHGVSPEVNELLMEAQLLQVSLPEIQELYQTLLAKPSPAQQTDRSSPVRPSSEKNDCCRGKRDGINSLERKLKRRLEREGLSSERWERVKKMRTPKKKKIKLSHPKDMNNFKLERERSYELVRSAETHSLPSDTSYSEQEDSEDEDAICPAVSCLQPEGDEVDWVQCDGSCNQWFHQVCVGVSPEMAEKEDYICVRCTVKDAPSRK
#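 Measured: NADH fluorescence change, 30 min, RT. System: KDM5BΔAP 200 nM final, H3K4me3 peptide, α-KG, Fe(II), ascorbate, NAD⁺ plus FDH, pH 7.5 HEPES. Compounds: titrated, 10 min pre-incubation with enzyme.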
# * hit, by the source's call; i = inactive; u = inconclusive; [ ] = another dose, or the depositor's remark. Potency is the fitted concentration of half-maximal effect. These rows are one share of the data; rates above refer to the full screens.
KDM5B inh,canonical_smiles
21.8%,COc1ccc(CN2C3=N[C@H](c4ccccc4)CC(=O)N3/C(=C\c3ccccc3)C2c2ccco2)c(OC)c1 (some centres undefined)
9.3%,O=C1C(Cc2ccc3[nH]ccc3c2)NC(=S)N1c1ccccc1 (centres undefined)
13.1%,COc1ccc(-c2nc3cc(NC(=O)c4ccccc4)ccc3o2)cc1
29.1%,Cc1nnc(SCC(=O)Nc2ccccc2F)n1Cc1ccco1
u,COc1ccc2nc(-c3ccc4c(c3)OCO4)cc(C(=O)O)c2c1
6.3%,COCc1nn2c(c1-c1ccccc1)NC(=O)CC2C(=O)Nc1ccccc1Cl (centres undefined)
35.5µM*,CC(=O)NC1(C)CCN(Cc2cnc(-c3ccc4c(ccn4C)c3)s2)CC1
-14.2%,CCN(CC)S(=O)(=O)c1ccc2c(c1)N(CC(=O)Nc1cccc(C#N)c1)C(=O)CO2
-8.6%,O=C(CSc1nnc(-c2ccncc2)o1)Nc1ccc2c(c1)OCO2
-12.4%,O=C(c1cc(-c2ccc(O)cc2)on1)N1CCCCCC1
u,CCOc1ccc(NC(=O)c2cc3c(=O)n(Cc4cccs4)ccc3nc2C)cc1
u,O=c1c(N2CCc3ccccc3C2)csc2ccccc12
9.6%,COC(=O)CC(NC(=O)c1ccc(C#N)cc1)c1ccc(C)cc1 (centres undefined)
65.8%[activator],Cc1cnc(C(=O)N2C[C@@H](Oc3cccnc3)C[C@H]2C(=O)NC2CC2)cn1
15.9%,Cc1ccccc1OCCCn1c(CCNC(=O)C2CCCCC2)nc2ccccc21
18.7%,FC(F)(F)c1ccccc1CNCc1ccccc1

# 4 of the compounds above, with each value named.
> COC(=O)CC(NC(=O)c1ccc(C#N)cc1)c1ccc(C)cc1 (centres undefined)
  KDM5B inh: 9.6%
> Cc1cnc(C(=O)N2C[C@@H](Oc3cccnc3)C[C@H]2C(=O)NC2CC2)cn1
  KDM5B inh: 65.8%[activator]
> Cc1ccccc1OCCCn1c(CCNC(=O)C2CCCCC2)nc2ccccc21
  KDM5B inh: 15.9%
> FC(F)(F)c1ccccc1CNCc1ccccc1
  KDM5B inh: 18.7%

# Other records follow:
KDM5B inh,canonical_smiles
-8.1%,CCCN1CCN(c2ccc(C(=O)N(C)Cc3ccc4ccccc4n3)cn2)CC1
-16.6%,CCCN1CCC2(CCN(C(=O)c3ccccc3C)CC2)Oc2ccccc21
19.7%,O=C(CN1CCCCC1)NC1CCc2cc3c(cc21)CCC3 (centres undefined)
-19.9%,CCc1ccc(-n2c(=O)c3c4c(sc3n(Cc3ccc(F)cc3)c2=O)CCCC4)cc1
28.2µM*,CC1CCN(C(=O)c2ccc(-c3ccc(N4CCSCC4)nc3)cc2)CC1
u,CCCCSc1ncc(CN2CC[C@@]3(O)CCN(C(C)=O)C[C@H]3C2)cn1
u,O=c1[nH]c(N2CCCCC2)nc2nccc(-c3ccsc3)c12
-12.1%,O=C(NC1CCCCC1)N[C@H]1[C@H](O)[C@@H](N2CCC(Cc3ccccc3)CC2)[C@@H]2OC[C@H]1O2
14.3%,CC(=O)N1CCCc2cc(S(=O)(=O)Nc3ccc(Cl)cc3F)ccc21
17.5%,Cc1cc(NC(=O)C2CC(=O)N(c3cccc(Cl)c3)C2)no1 (centres undefined)
-15.9%,COc1ccccc1NC(=O)C1=C(C)Nc2nc(SCC(=O)c3ccc(C)cc3)nn2C1c1ccccc1C (centres undefined)
u,c1ccc2sc(N3CCN(Cc4cc5n(n4)CCCNC5)CC3)nc2c1
u,O=C(COc1ccccc1F)Nc1ccc(-c2nc3ccccc3s2)cc1
-19.8%,NC1CCC(n2cc(C(=O)NCc3ccccc3-n3cccn3)nn2)CC1 (centres undefined)
-4.4%,CCOC(=O)C1CCC(CNC(=O)Nc2c(NC3CCCC3)c3ccccc3oc2=O)CC1 (centres undefined)
-2.8%,CCCOCCNC(=O)c1c(C)noc1-c1cccc(F)c1
u,O=C(CSc1nccc(-c2cccs2)n1)Nc1ccc(Cl)cc1
-7.8%,CCn1nnc2cc(C(=O)OCc3cc(=O)oc4cc(C)ccc34)ccc21
34.5%,Cn1nccc1C(O)c1cc2n(n1)CCCN(c1nc3ccccc3s1)C2 (centres undefined)
7.8%,NC(=O)Nc1ccc(C(=O)OCC(=O)N2CCc3ccccc3C2)cc1
-19.2%[86.2 µM],COC(=O)[C@@H]1Cc2ncn(C)c2CN1S(=O)(=O)c1ccc2ccccc2c1
u,C=CCNC(=O)c1cc(-c2ccc(OC)cc2)nc2ccc(C(C)C)cc12
9.9%,COc1ccc2c(C)c(CC(=O)Nc3cccc(C(C)=O)c3)c(=O)oc2c1C
u,CCCn1c(CCC(=O)Nc2cc(C(=O)OC)cc(C(=O)OC)c2)nc2cccnc21
i,Cc1c(CCC(=O)NCCc2ccccc2)c(=O)oc2cc(O)ccc12
u,CCc1noc(-c2ccn3c(CNC(=O)Cc4ccc(Cl)cc4)nnc3c2)n1
-20.9%,CC1=NS(=O)(=O)N(Cc2ccccc2)C=C1C(=O)OCc1nc(-c2ccc(Cl)cc2)no1
-21.7%,O=C(CSc1ncc(-c2ccccc2)[nH]1)Nc1cccc(C(F)(F)F)c1
-4.8%[86.2 µM],O=C(Nc1ccc([C@H]2OCC(=O)N(C3CCOCC3)[C@@H]2CO)cc1)C1CCC1
25.3%,COc1cc(OC)cc(C(=O)Nc2ccccc2C(=O)NCc2cccnc2)c1
-21.9%,Cc1ccsc1CN1CCC2(CC1)CN(c1ccncn1)CC2CO (centres undefined)
-17.4%,CCC(C)OC(=O)/C(C#N)=C\c1ccc(-c2cccc(C(F)(F)F)c2)o1 (centres undefined)
31.6µM*,Cc1cccc(CC(=O)N2CCc3c(nc4cc[nH]n4c3=O)C2)c1
u,CN(C)CCNc1oc(-c2cccs2)nc1C#N
u,Cc1cc(F)ccc1-c1[nH]nc2ncc(-c3ccnn3C)nc12
28.2µM*,CCc1ccc(CN(C)C(=O)c2ccc3oc(-c4cccc(F)c4)nc3c2)nc1
u,CN(C)c1ccc(C(=O)NC2CCN(c3cc(-c4ccc(Cl)cc4)[nH]n3)CC2)cc1
14.2%,Cc1ccc(C(=O)N2CC[C@H](c3n[nH]c(C)n3)[C@H](NC(=O)C3CC3)C2)cc1
11.3%,Cc1cc(C)c2c(CCCC(=O)O)c(-c3ccccn3)[nH]c2c1
u,CCOc1ccc(Nc2nc(-c3sc(NC(C)=O)nc3C)cs2)cc1
u,COc1ccc(-c2c(C#N)c(N)nc3c2CN(Cc2ccccc2)CC3)cc1OC
6.1%,Cc1c(Cl)cccc1NC(=O)CSc1cc(-c2ccccc2)ncn1
6.1%,CCc1ccc2nc(N3CCN(C(=O)C4CC4)CC3)sc2c1
0.6%,CCOc1cc(C(=O)Nc2ccc3oc(=O)ccc3c2)cc(OCC)c1OCC
-12.7%,COc1ccc(NC(=O)CN2C(=O)NC(c3ccccc3Cl)C3=C2COC3=O)cc1 (centres undefined)
-29.4%,CC(C)c1nc2c(c(-c3ccc(O)cc3)n1)CN(Cc1cccc3ccccc13)CC2
-16.0%,Cc1cc(=O)n2[nH]c(NC(=O)c3ccccc3F)nc2n1
4.0%,COc1ccc2ccccc2c1C1C(C#N)=C(N)OC2=C1C(=O)CC(C)(C)C2 (centres undefined)
9.6%,CC1=C(c2ccc(C)c(C)c2)S(=O)(=O)N=C1N1CCC(C(=O)NCc2ccc(Cl)cc2)CC1
-29.6%,CC(CC(=O)NCc1ccc(Cl)cc1Cl)CC1=NS(=O)(=O)c2ccccc2N1 (centres undefined)
-43.9%,CCC1CCCCN1CCCNC(=O)c1cn(C)c2ccc(S(=O)(=O)N(C)C3CCCCC3)cc2c1=O (centres undefined)
u,CC(C)C1N=C2c3ccccc3N=C(SCC(=O)NCc3ccccc3Cl)N2C1=O (centres undefined)
u,O/N=C(\c1ccc(O)cc1O)c1ccccc1F
-28.0%,CSc1ccc(C(=O)N2CCN(Cc3ccccc3)CC(O)C2)cc1 (centres undefined)
-4.7%,COc1ccccc1CC(=O)NNC(=O)c1ccc(C(C)(C)C)cc1
8.8%,Cc1nc(-c2c3n(c(=O)n(CC#N)c2=O)CCCCC3)no1

# Later entries
KDM5B inh,canonical_smiles
-24.8%,COc1ccccc1CNC(=O)Cn1c(=O)oc2cc(S(=O)(=O)N3CCCC3)ccc21
-10.0%,Cc1ccc(CNC(=O)CSc2ncc(S(=O)(=O)c3ccc(C)c(Cl)c3)c(=O)[nH]2)cc1
2.7%,CCOCCCNCc1cc(=O)oc2ccc3ccccc3c12
-17.2%[86.2 µM],CC(C)CCN(C)Cc1ccc(-c2ccccc2)cc1
14.6%,O=C(c1ccn[nH]1)N1CCC2(CC1)CC(N1CCN(c3ccccn3)CC1)CCO2 (centres undefined)
92.2%[activator],Cc1cc(C)cc(Nc2nc(C)cc(=O)n2CC(=O)NC(C)CCc2ccccc2)c1 (centres undefined)
0.1%,O=C(c1cccc(Oc2ccccc2)c1)N1CC[C@@]2(O)CCNC[C@H]2C1
u,CC(=O)c1cccc(NC(=O)O[C@@H]2CO[C@H]3[C@@H]2OC[C@@H]3NC(=S)Nc2cccc3ccccc23)c1

# A different layout for some results above:
Compound: Cc1ccc(CNC(=O)CSc2ncc(S(=O)(=O)c3ccc(C)c(Cl)c3)c(=O)[nH]2)cc1
  KDM5B inh = -10.0%

Compound: CCOCCCNCc1cc(=O)oc2ccc3ccccc3c12
  KDM5B inh = 2.7%

# Continuation:
KDM5B inh,canonical_smiles
u,O=C(N/N=C/c1cccc2nccnc12)c1ccncc1
-3.4%,CC(C)CCOC(=O)C(C)Oc1ccc2c(=O)c(-c3ccccc3Cl)coc2c1 (centres undefined)
3.8%,COc1ccc(CCNC(=O)CCn2c(=O)c3ccccc3n(Cc3ccc(Cl)cc3)c2=O)cc1OC
u,O=C1CN(C(=O)CCC(=O)N2CCc3nc4cc(-c5ccccc5)[nH]n4c(=O)c3C2)c2ccccc2N1
u,COc1ccc(-c2cn3c(n2)sc2cc(C(=O)Nc4c(C)cccc4C)ccc23)cc1
-10.6%,CCCn1nc(C(=O)OCc2nc(-c3cccc(OC)c3)no2)c2ccccc2c1=O
u,COc1ccc2c(c1)CCc1c-2n[nH]c1C(=O)N1CCc2nc3cc(-c4ccccc4)[nH]n3c(=O)c2C1
15.6%,Cc1ccc(C(=O)Nc2cc(-c3nc4cc(Cl)ccc4o3)ccc2C)c(C)c1
8.1%,COc1ccc(Cl)cc1NC(=O)c1ccc2c(c1)CCCN2S(C)(=O)=O
4.3%,COc1ccc(OC)c(CNC(=O)CSc2c3c(nc4cc(Cl)ccc24)CCCC3)c1
-22.6%,CCOc1ccc(C2c3[nH]c4ccccc4c3CCN2C(=O)CCc2ccccc2)cc1 (centres undefined)
-1.7%,CCOC(=O)c1c(NC(=O)c2cc3ccccc3c(=O)o2)sc2c1CCC(C)C2 (centres undefined)
-3.2%,COc1ccccc1C(=O)Nc1ccc(-c2nc3ncccc3o2)cc1
-26.8%,Fc1ccccc1CCC1CCCN(c2nnnn2-c2ccccc2)C1 (centres undefined)
14.7%,O=C(CCSc1ccccc1)N1CCC(c2nnc3n2CCC3)CC1
-12.4%,Cc1ccc(-c2csc3c2NC(=O)CC3c2ccc(C)cc2)cc1 (centres undefined)
-3.0%,NC(=S)c1cc2cc(Cl)ccc2oc1=O
-6.4%,CCOC(=O)c1sc(NC(=O)C2CC(=O)N(c3n[nH]c4ccccc34)C2)nc1C (centres undefined)
0.6%,CCOc1ccc(NC(=O)CCC2CCN(c3cc(NC4CC4)ncn3)CC2)cc1
-20.9%,CCN(c1ccccc1)S(=O)(=O)c1ccc(NC(=O)c2cc(=O)c3ccc(C)cc3o2)cc1
12.0%,Cn1c(=O)c2cn(S(=O)(=O)c3ccccc3)nc2n(C)c1=O
u,CCOc1ccc(-c2nc(C#N)c(N3CCN(Cc4ccccc4)CC3)o2)cc1
5.2%[149 µM],O=C1NCc2ccccc2CC12CCCN(Cc1ccc(F)cc1O)C2 (centres undefined)
u,Cc1ccccc1Oc1nc2ccccn2c(=O)c1/C=C(\C#N)c1nc2ccccc2[nH]1
19.9%,Cc1cccc(-c2c3c(=O)n(C)c(=O)n(C)c3cn2-c2cc(N)c(Cl)cc2Cl)c1
u,Cn1c(/C(C#N)=C(\O)c2ccccc2Cl)nc2ccccc21
-29.8%,Cc1sc(-c2cc3ccccc3oc2=O)nc1-c1ccc(Cl)c(Cl)c1
u,CN(C)c1nccnc1OC1CCN(C(=O)c2ccccn2)C1 (centres undefined)
7.4%,COc1ccc(OC)c(C2CCCN2CC(=O)N2CCN(c3cccc(C)c3)CC2)c1 (centres undefined)
11.7%,COCCOCc1nc(C2CCN(C(=O)NC3CCCCC3)CC2)no1
2.7%[115 µM],O=c1n(-c2ccc(Cl)cc2)nc2n1CCN(Cc1cccc3ccccc13)C2
22.6%,C=CC[N+](CC)(CC)CC#Cc1ccccc1

# Reprinted at random: three entries already listed.
KDM5B inh,canonical_smiles
7.4%,COc1ccc(OC)c(C2CCCN2CC(=O)N2CCN(c3cccc(C)c3)CC2)c1 (centres undefined)
11.7%,COCCOCc1nc(C2CCN(C(=O)NC3CCCCC3)CC2)no1
19.9%,Cc1cccc(-c2c3c(=O)n(C)c(=O)n(C)c3cn2-c2cc(N)c(Cl)cc2Cl)c1

# Further entries follow:
KDM5B inh,canonical_smiles
-12.2%,Cc1cc2oc(C(=O)N3CCN(c4cccc(Cl)c4)CC3)cc(=O)c2cc1C
12.4%,Cc1cc(C)c2c(=O)n(CC(=O)Nc3ccc(C)c(F)c3)c(=O)n(-c3ccccc3)c2n1
u,COc1ccc(C(=O)N2CC[C@@H](CC(=O)O)[C@@H](CCN3CCN(c4ccccn4)CC3)C2)cc1
7.6%,CC(=O)c1cccc(NC(=O)CSc2nc3c(-c4ccccc4)c[nH]c3c(=O)n2C2CC2)c1

# Bioassay records: PubChem, National Center for Advancing Translational Sciences (NCATS)
